# Assay outcomes (PubChem BioAssay)
# LDHA block = qHTS assay for inhibitors of human lactate dehydrogenase; L-lactate dehydrogenase A chain (Homo sapiens), P00338; purified LDHA, NADH/diaphorase-resazurin fluorescence; active compounds read low; activity change, % (values are at about 110 or 230 µM); 480,000 tested, 0.15% active; AID 1347041, 2019; in the data active = activity change below about -30%; inconclusive = mostly about -25% to -30%;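 note: plate controls were DMSO wells for no effect and wells without enzyme for full effect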
#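 Remaining NADH was detected by diaphorase (0.133 mg/mL) converting 37 µM resazurin to fluorescent resorufin, read at 0 and 20 minutes. The preceding 5-minute room-temperature reaction used 2 nM LDHA, 0.2 mM sodium pyruvate and 0.06 mM NADH at pH 7.4.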
# ERG Ets-DNA blk = qHTS for Small Molecule Inhibitors of the ERG Ets/DNA interaction. Transcriptional regulator ERG (Homo sapiens), P11308. fluorescence polarization, His-ERG Ets domain / labelled DNA. Potency, µM (series often up to 76.9 µM), for the others: at the top dose FP activity, negative = inhibition, usual class: inhibitors. 370,000 tested, 0.028% active; active = well fitted inhibition curve with a large enough effect in the polarisation, with a control signal flat; inconclusive = small, poorly fitted or top-dose-only effect, or effect the other way, or a change in a side signal; inactive = no such curve, though single readings can be large or run the other way; the % refers to the polarisation;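 note: polarization taken with two DNA probes labelled with fluorescein and Texas red; potency is the fitted concentration of half-maximal effect; % of control where 0% means no effect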
#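 His-tagged ERG Ets domain (1 uM in the protein solution; 300mM KCl, 50mM Tris-HCl, 1mM EDTA, 1mM DTT, pH 7.5) received compound, then a probe mix of 5 nM fluorescein-DNA and 100nM Texas-615-DNA. Fluorescence polarization was read for both dyes.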
# Vif-A3G inh = qHTS for Inhibitors of Vif-A3G Interactions: qHTS | DNA dC->dU-editing enzyme APOBEC-3G (Homo sapiens), Q9HC16 | HeLa A3G-eYFP + Vif (tagged APOBEC3G with the HIV-1 protein that degrades it), YFP fluorescence, overnight | Potency, µM (titrated, usually from 46.1 µM), without a hit: at the top dose activity, negative = active, most hits filed as inhibitors | 410,000 tested, 0.076% active | AID 602310, 2012;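 note: potency is the fitted concentration of half-maximal effect; % is set by controls: 0 for no effect and ±100 for the full control effect; nearly all actives have a fitted effect of over 60% in size; hits raise eYFP signal because A3G escapes Vif-driven loss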
# Target sequence (Q9HC16 whole entry, looked up): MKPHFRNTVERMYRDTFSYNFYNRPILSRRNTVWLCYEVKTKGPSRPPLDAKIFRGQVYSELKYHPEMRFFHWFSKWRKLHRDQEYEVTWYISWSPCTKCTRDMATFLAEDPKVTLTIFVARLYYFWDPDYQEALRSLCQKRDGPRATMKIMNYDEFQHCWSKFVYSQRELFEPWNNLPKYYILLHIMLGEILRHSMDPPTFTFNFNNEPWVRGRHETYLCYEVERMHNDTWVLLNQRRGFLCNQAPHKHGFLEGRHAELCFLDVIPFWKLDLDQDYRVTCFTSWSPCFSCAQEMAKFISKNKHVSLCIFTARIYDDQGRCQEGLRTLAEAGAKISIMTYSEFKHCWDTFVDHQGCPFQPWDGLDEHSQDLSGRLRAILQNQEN
#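 Read-out is eYFP fluorescence (Ex 488/Em 500-530) from Vif-expressing HeLa A3G-eYFP cells; more signal means A3G escaped Vif-mediated degradation. Cells plated overnight, compound pinned in, incubated overnight at 37 deg C.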
# GRP78 ERSR act = qHTS for Inducers of the Endoplasmic Reticulum Stress Response (ERSR) in Human Glioma: qHTS. Potency, µM, for inactives: top-dose activation, hits mostly activators. 420,000 tested, 0.02% active. U87-MG GRP78 promoter luciferase reporter, 16 h; note: potency is the fitted concentration of half-maximal effect; series mostly up to about 76 µM; % of control where 0% means no effect; nearly all actives have a fitted effect of over 35% in size
#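 Stably transfected U87-MG human glioma cells carrying a GRP78-based luminescent sensor were seeded at 1000 cells/well, pin-dosed with compounds and incubated 16 h. Luciferase reagent was then added, and end-point luminescence was read after 10 min at room temperature.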
# RGS4 inh = Inhibitors of Regulator of G Protein Signaling (RGS) 4: qHTS; Regulator of G-protein signaling 4 (Homo sapiens), P49798; Transcreener GDP fluorescence polarization, RGS4-accelerated GTP hydrolysis; Potency, µM (series often up to 114 µM), for the others: top-dose activity change, negative = inhibition, hits mostly inhibitors; 390,000 tested, 0.039% active; note: potency is the fitted concentration of half-maximal effect; % is set by controls: 0 for no effect and ±100 for the full control effect; nearly all actives have a fitted effect of over 75% in size; some results filed as inactive show a strong effect at the top dose
#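 MLSMR compounds (23 nl, pin-transferred) preincubated 10 min at room temperature with a 500nM (2x) first reagent, then RGS4 at 900nM (2x) plus Transcreener GDP mix added; fluorescence polarization (620/688 nm) read before and after 90 min at 30 °C.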
# Vif-A3F inh = qHTS for Inhibitors of Vif-A3F Interactions: qHTS. Potency, µM (titrated, usually from 46.1 µM), without a hit: at the highest dose activity, negative = active. 390,000 tested, 0.2% active. AID 602313, 2012. HeLa A3F-eYFP + Vif (tagged APOBEC3F with the HIV-1 protein that degrades it), YFP fluorescence increase; note: potency is the fitted concentration of half-maximal effect; % of control where 0% means no effect; nearly all actives have a fitted effect of over 65% in size
#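 HeLa cells stably expressing A3F-eYFP plus Vif, plated and incubated overnight at 37 deg C, then exposed to compounds overnight at 37 deg C. Blocked degradation read as raised yellow fluorescence (Ex 488/Em 500-530).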
# D2 antagonist = HTS Assay for Allosteric Antagonists of the Human D2 Dopamine Receptor: Primary Screen for Antagonists. D(2) dopamine receptor (Homo sapiens), P14416. HEK293 TREx D2 cells, calcium flux, dopamine EC80. inhibition, % at 10 µM. 340,000 tested, 2% active. AID 485344, 2010; in the data active = inhibition above about 30%; note: 0% is about no effect
#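 Inhibition of EC80 dopamine-driven calcium flux, recorded kinetically, defines activity here; cells are a tetracycline-induced HEK293 T-REx line expressing force-coupled D2.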
# 12-LOX inh = Primary qHTS assay for inhibitors of human arachidonate 12S-lipoxygenase (ALOX12): Round 2 | Polyunsaturated fatty acid lipoxygenase ALOX12 (Homo sapiens), P18054 | purified 12hLO, xylenol orange hydroperoxide absorbance | Potency, µM (titrated, usually from 108 µM), for the others: at the top dose activity change, negative = inhibition, hits mostly inhibitors | 580,000 tested, 1.1% active | AID 1671190, 2021; note: potency is the fitted concentration of half-maximal effect; % is set by controls: 0 for no effect and ±100 for the full control effect
# Target sequence (P18054 whole entry, looked up): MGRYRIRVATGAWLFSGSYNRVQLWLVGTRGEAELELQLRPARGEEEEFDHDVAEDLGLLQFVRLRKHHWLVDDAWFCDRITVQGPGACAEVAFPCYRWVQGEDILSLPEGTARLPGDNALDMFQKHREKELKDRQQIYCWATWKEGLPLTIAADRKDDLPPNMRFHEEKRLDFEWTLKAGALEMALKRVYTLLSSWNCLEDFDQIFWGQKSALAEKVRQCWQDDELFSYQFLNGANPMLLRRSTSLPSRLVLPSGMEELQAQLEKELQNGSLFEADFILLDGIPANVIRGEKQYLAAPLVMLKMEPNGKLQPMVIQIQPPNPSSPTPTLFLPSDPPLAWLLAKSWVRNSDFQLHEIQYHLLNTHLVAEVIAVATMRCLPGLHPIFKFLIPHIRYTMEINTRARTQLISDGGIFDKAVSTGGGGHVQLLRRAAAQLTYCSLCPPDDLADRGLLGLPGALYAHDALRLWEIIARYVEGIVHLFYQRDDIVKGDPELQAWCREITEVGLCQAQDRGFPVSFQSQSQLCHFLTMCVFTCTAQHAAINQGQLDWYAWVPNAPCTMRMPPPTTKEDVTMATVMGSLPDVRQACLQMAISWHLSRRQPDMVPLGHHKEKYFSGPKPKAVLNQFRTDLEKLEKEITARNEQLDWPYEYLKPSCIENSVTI
#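 Hydroperoxide product was detected by ferrous iron/xylenol orange as the 573 to 405 nm absorbance ratio. Arachidonic acid at 40 uM (final) was turned over for 30 min at room temperature by 150 nM human 12hLO, pH 7.0 Hepes buffer, after 15 min compound preincubation.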
# D2 agonist = HTS Assay for Allosteric Agonists of the Human D2 Dopamine Receptor: Primary Screen for Agonists; activation, % at 2 µM; 340,000 tested, 0.53% active; HEK293 T-REx D2 cells, calcium flux agonist mode;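 active = activation over 3 SD above normal in the single-dose calcium agonist read, cut at about 30% in these data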; note: 0% is about no effect
#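 Calcium-flux readout, 1 cycle/sec over 180 s following compound pin transfer, in inducible HEK293 Trex D2 cells (force-coupled); dopamine controls included. Positive calcium responses during this window marked compounds as potential agonists.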
# An asterisk follows results filed as active; ? = inconclusive; . = not tested or not shown; & = joins results of further samples; [ ] = remark or other dose. Unless noted, calls come from the whole dose curve; as a rule, active = well fitted curve in the direction sought with a large enough effect; inconclusive = small, poorly fitted or top-dose-only effect, or another doubt; inactive = no such curve, though single readings can be large; an effect the other way counts as inactive or inconclusive. This is a subset; rates above refer to the full screens.
SMILES	LDHA block	ERG Ets-DNA blk	Vif-A3G inh	GRP78 ERSR act	RGS4 inh	Vif-A3F inh	D2 antagonist	12-LOX inh	D2 agonist
CCOC(=O)C1=CCN(S(=O)(=O)c2ccc(C)cc2)C1c1cccc(F)c1 (stereo not drawn)	-10	.	1%	-4%	.	.	.	-19%	.
CCOc1ccc(C(=O)Nc2ccc3nc(Nc4cccc(C(F)(F)F)c4)cc(C)c3c2)cc1OCC	-1	4%	0%	-1%	-23%	2%	.	-4%	-0.2
CCc1ccc(C2=NN(CCC(=O)NC(C)c3ccc4c(c3)OCCO4)C(=O)CC2)cc1 (stereo not drawn)	-4	-1%	-2%	-6%	0%	-2%	-12	-9%	1.9
C=CCOc1ccc(CNc2ccc(NC(=O)CCC)cc2)cc1OCC	1	-2%	1%	-5%	-8%	-2%	0	49%[activator]	0.1
CCOc1ccc(NS(=O)(=O)c2cc3c(cc2C)N(C)CCO3)cc1	5	4%	1%	-3%	-10%	1%	22	10%	1.1
CCN(CC)CCCN1C(=O)C(O)=C(C(=O)c2ccco2)C1c1ccc(OC(C)C)cc1 (stereo not drawn)	2	1%	1%	-6%	-29%	-5%	.	?	.
CCOC(=O)c1c(-c2ccc(OC)c(OC)c2)csc1NC(=O)c1ccc(C)cc1	-2	-5%	-1%	-2%	-8%	0%	.	?	-0.2
CCOC(=O)c1c(-c2ccccc2)oc2ccc(OCC(=O)NNC(=O)CCCC(=O)O)cc12	-5	-1%	-5%	-3%	13%	0%	1	94%[activator]	-0.8
Cc1cc(=O)oc2cc(OCC(=O)OCc3nnc(-c4ccccc4)o3)ccc12	-4	-7%	0%	1%	2%	0%	-4	-22%	0.3
Cc1nn(-c2ccccc2)c(C)c1/C=N/NC(=O)c1ccccc1O	-7	-13%	1%	4%	0%	13%	-13	14%	0.0
O=[N+]([O-])c1cc(-c2ccc(C(=S)N3CCOCC3)o2)ccc1Cl	2	16%	-8%	5%	?	0%	-1	13µM*	0.2
Cc1cc(C)n2nc(NCc3ccccc3Cl)nc2n1	-2	4%	-4%	-2%	11%	0%	.	-23%	-0.5
Cc1cccc(N2CCN(C(=O)COc3cccc4c3OC(C)(C)C4)CC2)c1C	1	-8%	4%	-4%	9%[11.4 µM]	-4%	5	-8%	0.4
COc1ccc(NC(=O)COc2cccc(C(F)(F)F)c2)cn1	-2	9%	1%	2%	10%	?	5	?	-0.6
O=C(Nc1ccc(N2CCN(C(=O)c3ccco3)CC2)cc1)c1ccccc1Br	-8	2%	-15%	-7%	5%	-10%	-18	-4%	0.5
CCOC(=O)c1[nH]c2ccc(Br)cc2c1NC(=O)CCN1CCN(C(=O)OCC)CC1	-5	0%	1%	-1%	12%	6%	10	0%	-0.8
CCn1cc(S(=O)(=O)c2ccc(C)cc2)[nH]c1=O	-7	-3%	-6%	-3%	14%	-17%	-5	0%	0.4
O=C(NCCN1CCCCC1)Nc1ccc(Br)cc1	-1	-17%	0%	-1%	0%	-1%	5	?	0.2
COc1ccc(C(=O)N/N=C/c2ccc3cccc(OCc4ccccc4)c3n2)cc1	-5	11%	1%	-5%	-21%	2%	21	35%[activator]	-0.3
CCC(=O)NC(Nc1sc2c(c1C(=O)OC)CCC2)C(Cl)(Cl)Cl (stereo not drawn)	-1	2%	-1%	-4%	-49%	0%	10	-24%	-1.4
COc1ccc(Cc2nnc(Nc3c(C)cccc3C)o2)cc1OC	1	8%	-1%	-3%	-9%	-16%	16	10%	-0.1
CC(C)[C@@H](NC(=O)C1CCC(CNC(=O)[C@H](Cc2ccccc2)NC(=O)OC(C)(C)C)CC1)C(=O)O (stereo partly drawn)	-6	-1%	1%	-8%	20%	11%	6	-16%	-0.4
O=C(NCCCCc1ccccc1)C12CN(Cc3ccccc3)CC1C(c1cccc([N+](=O)[O-])c1)=NO2 (stereo not drawn)	-11	-1%	0%	-3%	-13%	1%	.	-47%	.
CCOc1ccc(N2C(=O)C3Sc4[nH]c(=O)sc4C(c4ccc(OC)c(OC)c4)C3C2=O)cc1 (stereo not drawn)	-6	10%	2%	-7%	-7%	1%	-6	?	0.2
COc1cc(OC)c(-n2cc(-c3ccc(OC)c(OC)c3)[nH]c2=S)cc1Cl	4	2%	-8%	2%	-28%	-15%	-7	?	0.7
N#Cc1sc(NCc2ccccn2)nc1Cl	-8	-1%	0%	1%	-1%	11%	23	-3%	1.1
Cc1ccc(NC(=O)C2CC(c3ccc(F)cc3)=NO2)cc1 (stereo not drawn)	-1&-3	-5%	0%	-2%	4%	0%	.	0%&0%	.
Cc1cc(Nc2ccc(Br)c(C)c2)n2nc(-c3ccco3)nc2n1	2	4%	-1%	0%	-15%	3%	.	11%	0.0
COc1cccc(-c2cc3c(c4c2ccn4C)C2CCC3C2)c1 (stereo not drawn)	-6	.	-2%	-4%	.	.	.	-72%	.
Cc1ccc(-n2nc3c(=O)n(CCCC(=O)NCC(C)c4ccccc4)nc(C)c3c2C)cc1 (stereo not drawn)	-2	11%	0%	-1%	-7%	10%	-1	13%	0.2
COC(=O)COc1ccc(S(=O)(=O)Nc2ccc(NC(C)=O)cc2)cc1	-1	.	3%	0%	7%	-8%	27	-20%	-0.3
C=CCCCCCCCCC(=O)NNC1=CC(=O)CC(C)(C)C1	-3	-6%	0%	0%	-18%	3%	-17	445%[activator]	0.8
CCC(C)NC(=O)C1CCN(S(=O)(=O)c2ccc3c(c2)CCCN3C(C)=O)CC1 (stereo not drawn)	4	0%	-4%	-3%	-5%	-4%	.	-8%	0.3
Cc1cc(Cl)ccc1C(=O)C1CCCN(C(=O)/C=C/c2cnn(C)c2)C1 (stereo not drawn)	0	-1%	-5%	-1%	4%	-3%	.	-10%	.
COc1ccc(OC)c(CC(=O)Nc2ccc3c(c2)CCC3)c1	-12	3%	0%	-1%	3%	?	-7	-18%	-2.9
COc1ccc(NS(=O)(=O)c2cc(NC(=O)c3cccs3)ccc2N2CCOCC2)cc1	-2	8%	?	0%	28%	-3%	-3	0%	-0.5
CS(=O)(=O)N1CCc2cc(C(=O)Nc3ccc(Br)cc3)ccc21	-10	-11%	-2%	2%	-4%	-7%	-1	2%	0.3
COc1ccc(OCC(=O)Nc2ccccc2C(=O)NC2CC2)cc1	-2	4%	-1%	-4%	-29%	6%	-7	0%	0.1
CC(=O)Nc1ccc(NC(=O)Cn2ccc([N+](=O)[O-])n2)cc1	-12	-5%	1%	2%	9%	14%	7	9%	0.0
O=C1c2ccc(Cl)cc2S(=O)(=O)c2cccc(C(=O)N3CCN(c4ccc(Cl)cn4)CC3)c21	5	-8%	0%	-2%	18%	1%	23	?	0.0
CCC(CC)C(=O)Nc1nnc(CCc2ccccc2)s1	-8	-8%	-4%	2%	28%	0%	-3	22%	1.3
CCOC(=O)c1c(C)nc(-c2ccccc2)nc1NC(=O)CC	-1	1%	-7%	8%	31%	4%	0	17%	-0.4
CCOC(=O)C1CCN(Cc2nnc(-c3cccc(Br)c3)o2)CC1	-2	12%	4%	-4%	-12%	-11%	-13	31%[activator]	-0.4
COC(OC)c1ccnc(-c2ccc(OC(=O)c3cccs3)cc2)n1	-1	-5%	-4%	-4%	-8%	0%	11	-3%	0.2
C=CCCC(=O)NC1CC(C)(C)Cc2c1cnn2-c1ccc(OC)cc1 (stereo not drawn)	-5	6%	2%	-2%	-7%	7%	9	135%[activator]	0.0
O=C(O)CCc1nn2c3ccccc3n(CCO)c2nc1=O	-1	-2%	0%	-2%	-10%	-10%	2	-20%	-0.4
C/C(=N\NC(=O)Cc1c(Cl)cccc1Cl)c1cccnc1	-1	-6%	-3%	-4%	0%	?	-19	0%	-0.7
CCOc1ccc(CCN2C(=S)N([C@@H](CC(C)C)CN3CCC[C@@H]3CN3C(=S)NC[C@@H]3CC(C)C)C[C@@H]2Cc2ccc(O)cc2)cc1	-13	.	-3%	-3%	.	.	.	-84%	.
Cc1c(C(=O)N2CCCCC2CCN2CCCC2=O)oc2c(F)cccc12 (stereo not drawn)	-7	-1%	-5%	-3%	-11%	?	-6	31%[activator]	-0.1
S=c1sc2ccccc2n1CCc1ccncc1	1	12%	2%	-2%	-6%	3%	-5	15%	-1.5
